# From PubChem
# AID inhibitor: blocks human AID cytidine deaminase activity. Q9GZX7. AID deamination FRET fluorescence, UDG-coupled, 4 h. Potency, µM (titrated, usually from 115 µM), without a hit: at the highest dose activity change, negative = inhibition, hits mostly inhibitors. 91,000 compounds, 0.32% hits; further: nearly all actives have a fitted effect of over 25% in size
# Target sequence (Q9GZX7 whole entry, looked up): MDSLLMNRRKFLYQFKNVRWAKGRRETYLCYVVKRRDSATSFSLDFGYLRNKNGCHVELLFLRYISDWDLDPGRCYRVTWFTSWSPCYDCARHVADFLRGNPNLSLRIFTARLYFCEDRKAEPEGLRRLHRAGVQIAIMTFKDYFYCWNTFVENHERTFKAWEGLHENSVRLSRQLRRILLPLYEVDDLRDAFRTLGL
# UDG counterscr: UDG inhibition counter-screen. FRET deamination/UDG coupled assay, UDG read, 4 h. Potency, µM (doses to about 115 µM), for inactives: top-dose activity change, negative = inhibition, usual class: inhibitors. 91,000 compounds, 0.14% hits; further: nearly all actives have a fitted effect of over 65% in size
# * marks the source's active call; other numbers are inactive results; i = inactive; u = inconclusive; & = joins results of further samples; [ ] = another dose, or the depositor's remark. The call rests on the fitted dose curve; in most records, active means well fitted curve in the direction sought with a large enough effect; inconclusive means small, poorly fitted or top-dose-only effect, or another doubt; inactive means no such curve, though single readings can be large; an effect the other way counts as inactive or inconclusive. On the % scale 0 is the no-effect control and ±100 the full control effect; potency means the concentration at half of the fitted maximal effect.
SMILES,AID inhibitor,UDG counterscr
CCOc1ccc2oc(=O)cc(CN3CCN(CC(=O)Nc4ccc5c(c4)OCCO5)CC3)c2c1,-8%,-1%
CC(=O)NC1(C(F)(F)F)C(=O)N(Cc2ccccc2)C(C)=C1C(=O)c1ccccc1 (centres undefined),6%,9%
COc1ccc(N2CCN(c3csc4ccc(Cl)cc4c3=O)CC2)cc1,2%,11%
CCCCCc1ccc(/C=C/c2ccc(C3CCC(CCC)CC3)cc2)nc1 (centres undefined),5%,10%
c1ccc(OCCCCN2CCC(c3nc4ccccc4s3)CC2)cc1,-9%,-6%
Cc1cc(C)c(Cn2c(=O)n(-c3ccccc3Cl)c(=O)c3c(C)c(C(=O)N(C)C)sc32)c(C)c1,i,-13%
Cc1ccc(NC(=O)C(=O)NCC(c2cccnc2)N2CCN(C)CC2)cc1C (centres undefined),3%,3%
CCOc1ccc(NC(=O)Cn2c(=O)n(Cc3ccc4c(c3)OCO4)c(=O)c3ccc(C(=O)NC4CCCCC4)cc32)cc1,u,-11%
COc1cc(OC)c(N(C)C(=O)Nc2cn(CC(C)C)c(=O)c3ccccc23)cc1Cl,124%[activator],-8%
Cc1ccc(F)cc1NC(=O)Cn1c(=O)nc(-c2ccccc2F)c2cc(Cl)ccc21,3%,0%
CCSc1nnnn1-c1cccc(C(=O)O)c1,-2%,-8%
CCn1cc(S(=O)(=O)c2ccc(OC)cc2)c(=O)c2cc(F)c(N3CCC(C)CC3)cc21,18µM*,-26%
CCOc1ccc(NC(=O)c2ccc3c(SCC(=O)O)c4c(nc3c2)CCC4)cc1,3%,-3%
CCCC(C)C(=O)Nc1cc(C(=O)OCC)cc(C(=O)OCC)c1 (centres undefined),-4%,2%
CCCCc1nnc(SCc2cc(=O)c3cc(C(=O)OCC)ccc3[nH]2)n1C,-21%,-6%[57.5 µM]
NC(=O)CNCCC(c1ccccc1)c1ccccc1,-2%,1%
N#Cc1cccc(NCc2cc(Br)ccc2F)c1,-9%,-13%
Cc1ccc(CN(C)CC(=O)N(C)c2c(N)n(Cc3ccccc3)c(=O)[nH]c2=O)cc1,5%,3%
O=C(CSc1nnc(-c2ccc(F)cc2)n1CC1CCCO1)Nc1ccc(CN2CCCC2)cc1 (centres undefined),-18%,-10%
COc1ccc(Cl)cc1NC(=O)c1cnc(SC)nc1-c1ccccc1,5%,-10%[57.5 µM]
O=C(CSc1nnc2ccc(-c3cccs3)nn12)N1CCOCC1,-6%,-5%
OCCN1CCN(c2ncnc3c2cnn3-c2cccc(Cl)c2)CC1,-28%,u
C[Si](C)(C)CN1CCN(CC(=O)Nc2ccccc2Cl)CC1,-8%,0%
CCOc1cc(CNC(=O)NC2COc3ccccc3C2)cc(OCC)c1OCC (centres undefined),2%,0%
COc1cc(NS(=O)(=O)c2ccccc2Cl)c(C(=O)O)cc1OC,9%,5%
SMILES,AID inhibitor,UDG counterscr
O=C(/C=C/c1ccc(Br)cc1)c1ccc(O)cc1,-12%,5%
CN(C)c1ccc(CNC(=O)CN2C(=O)CCn3nc(-c4cn(C)c5ccccc45)cc32)cc1,12%,-21%
N#Cc1nc(-c2ccco2)oc1N1CCN(C(=O)NCC2CC2)CC1,-1%,-4%
CCOC(=O)c1cccc(NC(=O)c2cc(S(=O)(=O)N3CCCC3)cn2C)c1,8%,0%
CC12C3C=CC(C3)C1([Si](C)(C)C)C2C(=O)O (centres undefined),-1%,-11%
CCOC(=O)c1ccoc1CN(CC)CC,5%,12%
COc1ccc(CSc2nc3ccncc3n2CC(=O)Nc2ccc(C)c(F)c2)cc1,21%,2%
CCOc1ccc(NC(=O)c2oc3ccccc3c2NC(=O)COc2cccc(OC)c2)cc1,16%,-2%
CS(=O)(=O)N1CCC(N2CCN(Cc3ccc(F)cc3)C(=O)C2=O)CC1,12%,22%
COCCNC(=O)CCn1c(=O)c2cc(OC)c(OC)cc2n(CC(=O)Nc2ccc(F)c(Cl)c2)c1=O,-4%,-2%
Cc1cccc(C)c1NC(=O)CCS(=O)(=O)c1ccc2c(c1)n(C)c(=O)c(=O)n2C,-21%,-12%
CCc1ccc2occ(CC(=O)Nc3c(C(=O)Nc4ccc(OC)cc4)oc4ccccc34)c2c1,3%,-9%
Clc1ccccc1C(c1ccccc1)(c1ccccc1)n1ccnc1,u,-10%
Cc1ccc(C)c(N2CCN(S(=O)(=O)c3ccc4c(c3)CC(=O)N4C)CC2)c1,38%[activator][57.5 µM],-6%[57.5 µM]
CNC(=O)C1CCN(Cc2cccc(C(F)(F)F)c2)CC1,7%,9%
COC(=O)c1n[nH]n(-c2ccccc2)c1=O,-3%,1%
Cc1ccccc1NC(=O)c1cnn2cccnc12,4%,1%
COc1ccc2c(CNCc3ccc(C)o3)c(C(=O)O)n(Cc3ccccc3)c2c1,1%,-3%
CCOC(=O)CSc1nc(N)c2c3c(sc2n1)CCCC3C (centres undefined),-3%,-7%
Cc1ccsc1/C=C(/CC(=O)O)c1nc2ccccc2o1,-3%,-8%
CNC(=O)NC(=O)C(C)SC(C)c1ccccc1F (centres undefined),-3%,-6%
COCCNC(=O)c1ccc2c(=O)n(CCOC)c(SCC(=O)c3c[nH]c4ccccc34)nc2c1,47%[activator],18%
CN(NC(=O)c1ccc2c(c1)OCC(=O)N2)c1ccccc1,-6%,-4%
CCCCN1C(=O)C(O)(CC(=O)c2ccc(C(C)(C)C)cc2)c2ccccc21 (centres undefined),-17%,-6%
CC(C)CNCc1ccc(-c2ccccc2F)o1,1%,14%
SMILES,AID inhibitor,UDG counterscr
Cn1nc(C(=O)Nc2cccc(C(F)(F)F)c2)c2c1-c1ccccc1S(=O)(=O)C2,29%,9%
O=C(NCc1cccc(F)c1)C(=O)Nc1cccc(O)c1,1%,-3%
COc1ccccc1CNCCCCCCNCCCCCCCCNCCCCCCNCc1ccccc1OC,-12%,-5%
CC(C)N(C)CCNC(=O)Nc1ccccc1C(F)(F)F,4%,-3%
COc1ccccc1N(Cc1cc2cccc(C)c2[nH]c1=O)C(=O)c1cccc(Cl)c1,-29%,-20%
CNC(=O)C1CCC(Cn2c(=O)c3sccc3n(CC(=O)Nc3ccccc3)c2=O)CC1 (centres undefined),-3%,5%
CCCN1CCC(N(C)C(=O)NCc2ccccc2F)CC1,-1%,7%
Cc1cccc(-n2ncc3c(N4CCCCCC4)ncnc32)c1,-13%,-8%[57.5 µM]
O=C(Nc1c(C(=O)Nc2ccc(F)cc2)oc2ccccc12)c1cc2ccccc2o1,11%,0%
Cc1ccc(Cn2c(=O)n(CCc3ccccc3)c(=O)c3sc4ccccc4c32)cc1,-29%,-18%
COC(=O)c1ccccc1NC(=O)c1cc(CN2CCOCC2)on1,2%,7%
CC(=O)c1cccc(NC(=O)c2cc3c(s2)-c2c(C)cccc2OC3)c1,12%,35%[activator]
COc1ccc(CNC(=O)c2cc(C(C)C)nc3onc(C)c23)cc1OC,-3%,-7%
CNc1c(NC(=O)NCc2ccc(F)cc2)c(=O)oc2ccccc12,-18%,12%
CCOC(=O)N1CCN(S(=O)(=O)N2CCCC(C(=O)NCc3cc(Br)ccc3OC)C2)CC1 (centres undefined),-6%,-5%
CCCOC(=O)c1ccc(NC(=O)CC(C)(C(=O)O)c2ccccc2)cc1 (centres undefined),2%,13%
COc1ccc(NCc2cccn2-c2nnc(N3CCOCC3)s2)c(OC)c1,13%,-1%
CCn1c(N2CCN(Cc3ccc(Br)cc3)CC2)nc2c1c(=O)[nH]c(=O)n2C,-12%,12%
Cc1cc(Br)ccc1-n1cccc1C=O,-8%,0%
Cc1cc(C)c2oc(C(=O)Nc3ccc(S(=O)(=O)Nc4ncccn4)cc3)cc(=O)c2c1,-12%&-15%,-12%
Cc1ccc(NC(=O)N2CCC3(CC2)Oc2ccccc2C(=O)N3Cc2ccc(F)cc2)cc1,u,u
O=[N+]([O-])c1cccc(/C=N/N=C(c2ccccc2)c2ccccc2)c1,-20%,-13%
CCc1ccccc1NC(=O)CN(Cc1ccccc1)S(=O)(=O)c1ccc2nc(C)sc2c1,-1%,1%
COc1nc(C(=O)NC2(c3ccccc3)CCC2)cc2ccccc12,u,-12%
CCOC(=O)c1cc2c(=O)n3ccccc3nc2n(Cc2ccco2)c1=NC(=O)c1cccc(Br)c1,u,-4%

# Random excerpt: six records from the list
SMILES,AID inhibitor,UDG counterscr
COc1ccc(CSc2nc3ccncc3n2CC(=O)Nc2ccc(C)c(F)c2)cc1,21%,2%
CCOC(=O)c1cccc(NC(=O)c2cc(S(=O)(=O)N3CCCC3)cn2C)c1,8%,0%
COC(=O)c1ccccc1NC(=O)c1cc(CN2CCOCC2)on1,2%,7%
Cc1ccc(Cn2c(=O)n(CCc3ccccc3)c(=O)c3sc4ccccc4c32)cc1,-29%,-18%
CCc1ccccc1NC(=O)CN(Cc1ccccc1)S(=O)(=O)c1ccc2nc(C)sc2c1,-1%,1%
O=[N+]([O-])c1cccc(/C=N/N=C(c2ccccc2)c2ccccc2)c1,-20%,-13%

# Given with each value named: part of the list above
> Cn1nc(C(=O)Nc2cccc(C(F)(F)F)c2)c2c1-c1ccccc1S(=O)(=O)C2
  AID inhibitor: 29%; UDG counterscr: 9%
> O=C(NCc1cccc(F)c1)C(=O)Nc1cccc(O)c1
  AID inhibitor: 1%; UDG counterscr: -3%
> COc1ccccc1CNCCCCCCNCCCCCCCCNCCCCCCNCc1ccccc1OC
  AID inhibitor: -12%; UDG counterscr: -5%

# Later entries
SMILES,AID inhibitor,UDG counterscr
Cc1ccccc1-n1cnnc1SCC(=O)Nc1ccccc1C(=O)NCCc1ccccc1,-10%,7%
O=C(COC(=O)C12CC3CC(CC(Cl)(C3)C1)C2)Nc1cccc([N+](=O)[O-])c1,-7%,3%
CCOC(=O)c1c(NC(=O)CSc2cn(CCNC(=O)c3ccccc3F)c3ccccc23)sc2c1CCC2,91%[activator],-1%
COc1ccccc1CNC(=O)c1cccc(Nc2nc3ccccc3n3nnnc23)c1,6%,9%
COc1ccc(-c2nc(-c3ccccc3)c(-c3ccc(F)cc3)[nH]2)c(OC)c1C,-24%,-15%
COc1ccc(CC(=O)NCCc2csc(-c3cccc(F)c3)n2)cc1OC,-3%,35%[activator]
O=C(Nc1ccc2nc(SCC(=O)N3CCc4ccccc43)sc2c1)c1cccc(F)c1,29%,25%
CCCC(C)NC(=O)c1ccc2c(c1)NC(=O)CS2 (centres undefined),-2%,2%
COc1ccc2c(CN3CCN(c4ccc(F)cc4)CC3)cc(=O)oc2c1,-3%,0%
COc1ccc(NC(C)=O)cc1NC(=O)CNc1ccc(C)cc1Cl,1%,-6%
CNc1c(NC(=O)Nc2ccc(F)cc2F)c(=O)oc2ccccc12,-7%,4%
Oc1c(C(c2ccc(F)cc2)N2CCOCC2)sc2nc(-c3ccco3)nn12 (centres undefined),13%,8%[57.5 µM]
FC(F)(F)c1ccc(Sc2ccc(C(F)(F)F)cn2)nc1,-6%,-10%
COC1/C=C\OC2(C)Oc3c(C)c(O)c4c(c3C2=O)C2(C=C(NC(=O)/C(C)=C\C=C/C(C)C(O)C(C)C(O)C(C)C(OC(C)=O)C1C)C4=O)OCC(=O)O2 (centres undefined),8%,2%
COCCCNC(=O)c1ccc2nc(Cc3ccc(OC)cc3)oc2c1,-7%,-3%
O=C(Nc1ccc(C23CC4CC(CC(C4)C2)C3)cc1)c1ccc2ncsc2c1,-10%,9%
Cc1ccc(C(=O)c2ccccc2C(=O)OCc2ccccc2C#N)cc1,-6%,-1%
Cc1ccc(C2CC(=O)C3=C(C2)OC(N)=C(C#N)C3c2ccc(F)cc2)cc1 (centres undefined),-8%,9%
CCc1ccccc1N/N=C(/c1ccccc1)c1ccc(Br)cc1,-1%,-4%
Cc1ccc(C(=O)N(Cc2ccco2)Cc2sccc2C)cc1,u,-4%[57.5 µM]
Cc1ccc(NC(=O)/C=C\C(=O)N(c2ccc(C(C)C)cc2)C(C(=O)NCc2ccco2)c2ccc(Cl)cc2)cc1 (centres undefined),-6%,-7%[57.5 µM]
CCOc1ccc(-c2nonc2NC(=O)c2oc3ccc(CC)cc3c2C)cc1,-28%,-7%[57.5 µM]
Cc1ccc(S(=O)(=O)CCC(=O)OCC(=O)c2ccc3c(c2)-c2ccccc2C3)cc1,17%,-4%
COCCn1c(C)cc(C(=O)Cn2nc(C)c(C)c(C#N)c2=O)c1C,18%,-2%
CCCCCc1ccc(-c2ccc(C(=O)Oc3ccc(OCCCC)cc3)cc2)nc1,-2%,4%
SMILES,AID inhibitor,UDG counterscr
Cc1ccc(OCC(=O)OCc2cc(=O)n3nc(C4CC4)sc3n2)cc1C,206%[activator],27%
COCC(=O)N1c2nc(C(C)C)nn2C2(CCCCC2)[C@@H]2CCCC[C@@H]21,-1%,-12%[57.5 µM]
O=C(Nc1cc(Cl)cc(Cl)c1)c1cc(S(=O)(=O)NC2CCCC2)ccc1F,4%,7%
Cc1cccc(OC(=O)C(c2ccccc2)c2ccccc2)c1,-3%,1%
O=C(C1=C(O)C(=O)N(c2nc3ccc(Cl)cc3s2)C1c1ccco1)c1ccco1 (centres undefined),50µM*,-5%
COc1ccc(-n2nc(C(=O)N3CCCCC3)c3c4ccccc4n(C)c3c2=O)cc1Cl,-11%,-5%
CC(=O)c1cccc(NC(=O)CN2C=NS(=O)(=O)c3ccc(C)cc32)c1,u,-6%
O=C(NCc1ccccc1Cl)c1ccc(Cn2c(SCc3ccccc3)nc3cccnc32)cc1,3%,1%
Cc1cccc(C)c1NC(=O)CN(C)CC(=O)NC(=O)NCc1ccccc1,-7%,-3%
Cc1ccc(C(=O)c2sc(Nc3ccc(F)cc3)nc2N)c(C)c1,4%&-1%,-6%&11%
COCC(=O)N1CCc2cc(OC)c(OC)cc2C1COc1ccc2c(C)cc(=O)oc2c1 (centres undefined),9%,1%

# Some of the compounds tested; rates above refer to the full screens.
